Source: PubChem (National Center for Advancing Translational Sciences (NCATS))
TDP-43 yeast inh – qHTS of TDP-43 Inhibitors | TDP-43 expressing yeast growth rescue, BacTiter-Glo, 24 h | Potency, µM (doses to about 46.1 µM), without a hit: at the highest dose growth rescue (activation), hits mostly activators | hit rate 1.8% among 410,000 | AID 652104, 2013; also: potency is read from the fitted curve at half-maximal effect; % of control where 0% means no effect; nearly all actives have a fitted effect of over 50% in size
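Growth rescue of TDP-43-toxic yeast measured as ATP luminescence (BacTiter-Glo). Cells grown to mid-log in raffinose, induced in galactose at OD600=0.02, exposed to compound 24 hr at 30 deg C.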
DRD3 antagonist – qHTS of D3 Dopamine Receptor Antagonist: qHTS; D3R cells, DiscoveRx beta-arrestin luminescence, antagonist mode; active compounds read low; max response, negative = inhibition, %; hit rate 2.5% among 360,000; D(3) dopamine receptor (Homo sapiens), P35462; AID 652054, 2013; in the data active = max response below about -50%; inconclusive = no clear call, values can overlap the other calls; also: % is scaled to controls: 0 for no effect and ±100 for the full control effect; mostly tested at two doses, the higher about 12 µM
Target sequence (P35462 whole entry, looked up): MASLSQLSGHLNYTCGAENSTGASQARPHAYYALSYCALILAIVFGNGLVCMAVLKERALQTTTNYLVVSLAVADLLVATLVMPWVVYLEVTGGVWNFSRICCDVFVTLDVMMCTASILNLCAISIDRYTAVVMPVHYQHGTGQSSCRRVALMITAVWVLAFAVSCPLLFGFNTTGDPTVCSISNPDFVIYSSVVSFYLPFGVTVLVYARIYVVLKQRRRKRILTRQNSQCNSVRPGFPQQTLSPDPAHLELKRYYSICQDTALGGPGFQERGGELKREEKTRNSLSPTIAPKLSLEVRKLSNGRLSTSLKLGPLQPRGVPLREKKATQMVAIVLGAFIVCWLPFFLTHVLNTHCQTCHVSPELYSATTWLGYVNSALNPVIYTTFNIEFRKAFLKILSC
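Cells expressing the human receptor were seeded at 1500 cells/well, incubated overnight at 37 degrees C in 5% CO2, then exposed to library compounds with dopamine controls for 90 minutes at 37 degrees C before luminescent detection.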
EPAC2 agonist – qHTS for Agonist of cAMP-regulated guanine nucleotide exchange factor 4 (EPAC2): primary screen. hit rate 0.079% among 360,000. Rap guanine nucleotide exchange factor 4 (Homo sapiens), Q8WZA2. Potency, µM (top dose mostly 154 µM), for the others: at the top dose activation, hits mostly activators. EPAC2 activation, biochemical qHTS; response scale: 100% = 6.5 mM cAMP response; also: potency is read from the fitted curve at half-maximal effect; nearly all actives have a fitted effect of over 50% in size
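Fluorescence exchange assay: 100 nM EPAC2 with 250 nM RAP1B-BODIPY-GDP and 50 uM GDP; compounds tested as a concentration-titration series (qHTS). Loss of Rap1-bound BODIPY-GDP fluorescence read at 480/540 nm; data normalized to 6.5 mM cAMP.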
EPAC2 antag – qHTS for Antagonist of cAMP-regulated guanine nucleotide exchange factor 2 (EPAC2): primary screen | Rap guanine nucleotide exchange factor 4 (Homo sapiens), Q8WZA2 | EPAC2 GEF exchange of Rap1B-BODIPY-GDP, fluorescence | Potency, µM (series often up to 114 µM), inactives show at the highest dose activity, negative = inhibition, most hits filed as inhibitors | hit rate 0.18% among 360,000; also: potency is read from the fitted curve at half-maximal effect; % is scaled to controls: 0 for no effect and ±100 for the full control effect; nearly all actives have a fitted effect of over 45% in size; many of its hits are not listed in these tables
DRD3 agonist – qHTS of D3 Dopamine Receptor Agonist: qHTS; max activation, %; D3R DiscoveRx beta-arrestin cells, luminescence, 90 min; D(3) dopamine receptor (Homo sapiens), P35462; AID 652048, 2013; hit rate 0.58% among 410,000; in the data active = max activation above about 30%; also: 0% is about no effect; mostly tested at two doses, the higher about 12 µM
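Agonist mode: compounds and dopamine controls were applied to plated cells for 90 min at 37 degrees C after an overnight attachment at 1500 cells/well. Luminescent read-out followed 30 - 60 minutes at room temperature with DiscoveRx detection reagent.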
FUS yeast rescue – qHTS for Suppressors of FUS Proteinopathy: Primary screen using FUS-linked yeast assay. S. cerevisiae FUS-expressing, growth rescue, OD600, 24 h. hit rate 0.24% among 390,000. Potency, µM (titrated, usually from 76.6 µM), for the others: at the top dose growth rescue (activation), most hits filed as activators. AID 1347120, 2019;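 also: potency is read from the fitted curve at half-maximal effect; plate controls were DMSO vehicle for no effect and reference control for full effect; nearly all actives have a fitted effect of over 55% in size; some results filed as inactive show a strong effect at the top dose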
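Compound concentration series was pinned onto galactose-induced FUS-expressing yeast seeded at OD 0.005. Plates sat 24hr at 30C; absorbance at 600 nm gave growth. DMSO served as background control.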
aSyn rescue – qHTS of alpha-syn Inhibitors | Yeast expressing alpha-synuclein, growth rescue, BacTiter-Glo, 24 h | Potency, µM (series often up to 46.1 µM), for inactives: top-dose growth rescue (activation), actives largely listed as activators | hit rate 0.14% among 370,000; also: potency is read from the fitted curve at half-maximal effect; % of control where 0% means no effect; nearly all actives have a fitted effect of over 65% in size
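Readout is rescue of growth in alpha-synuclein-expressing yeast, so inhibitors of toxicity appear as activators. Growth after 24 hr at 30 deg C in galactose medium is quantified by luminescence.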
Abeta yeast res – qHTS for compounds that reverse cellular toxicity of Amyloid beta (A-beta) peptide in yeast: Primary Screen | yeast expressing A-beta42, growth rescue, OD600, 48 h; response scale: 0% DMSO, 100% iron-clioquinol control | Potency, µM (doses to about 46.1 µM), without a hit: at the highest dose growth rescue, most hits filed as activators | hit rate 0.063% among 410,000; also: potency is read from the fitted curve at half-maximal effect; nearly all actives have a fitted effect of over 55% in size
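Yeast growth medium received pinned compounds, then yeast cells expressing toxic A-beta were added; plates incubated at 30 C for 48 hr. Growth read as absorbance at 600 nm, normalized to DMSO and equimolar FeCl3 plus clioquinol controls.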
* marks the source's active call; other numbers are inactive results; ? = inconclusive; . = not tested or not shown; [ ] = another dose, or the depositor's remark. Unless noted, calls follow the shape of the dose curve; as a rule, active = well fitted curve in the direction sought with a large enough effect; inconclusive = small, poorly fitted or top-dose-only effect, or another doubt; inactive = no such curve, though single readings can be large; an effect the other way counts as inactive or inconclusive. Some of the compounds tested; count on the stated rates, not on these rows.

SMILES	TDP-43 yeast inh	DRD3 antagonist	EPAC2 agonist	EPAC2 antag	DRD3 agonist	FUS yeast rescue	aSyn rescue	Abeta yeast res
COc1cc(/C=N/Nc2nc(N3CCCC3)nc(N3CCCC3)n2)ccc1OCc1ccccc1F	-9%[1.82 µM]	130	10%	-7%	16	19%	-4%	27%
c1ccc2c(c1)[nH]c1c(N3CCCC3)ncnc12	19%	-28	-2%	12%	0	-2%	-6%	?
Cc1ccccc1NC(=O)CN1C(=O)COc2ccc(S(=O)(=O)N3CCCC3)cc21	8%	-3	7%	-3%	0	-8%	-6%	9%
Cc1ccccc1NC(=O)c1sc2nc3c(cc2c1N)CN(Cc1ccccc1)CC3	1%	.	.	.	1	?	.	-1%
CCCN(C(=O)c1ccco1)c1nnc(-c2ccncc2)s1	14%	67	-4%	13%	6	18%	-2%	-26%
O=C(CCCn1nnc(-c2cccnc2)n1)c1ccc(F)cc1	0%	-11	13%	-3%	-6	21%	-1%	-2%
O=C(c1cccc(Cl)c1)c1nn(-c2ccccc2)c(=O)cc1C(F)(F)F	7%	-5	14%	-6%	-16	23%	20%	-24%
O=C(Nc1cccc(C(=O)OCc2cc(=O)n3ccsc3n2)c1)c1ccc(F)cc1	9%	.	.	.	3	-9%	.	-19%
CC(C)c1nc(SCC(=O)Nc2nc3c(s2)CCCC3)c2ccccc2n1	?	9	13%	1%	3	19%	-41%[inhibitor]	-20%
O=S(=O)(c1cccc(Cl)c1)N1CCC(c2nc3ccccc3[nH]2)CC1	-16%	5	-6%	7%	2	8%	-1%	-9%
O=C(O)/C=C/C(=O)Nc1ccc(F)cc1F	?	9	11%	-2%	3	-1%	-1%	-77%[inhibitor]
CN(Cc1cccs1)C(=O)C1CCN(S(=O)(=O)c2ccccc2)CC1	9%	-12	16%	15%	-6	6%	-2%	2%
c1ccc(NCCc2ccccn2)cc1	-1%	6	5%	6%	1	-16%	24%	-2%
COc1cccc(NC(=O)C2CCCN(S(=O)(=O)c3c(C)[nH]c(=O)[nH]c3=O)C2)c1 (stereo not given)	-9%	.	.	.	-5	-23%	.	-13%
COc1ccc(S(=O)(=O)N2Cc3ccccc3CC2C(=O)Nc2nccs2)cc1 (stereo not given)	?	-16	10%	-6%	5	?	16%	?
CCOc1ccc2c(c1)C(NC(C)=O)C(=O)N2CCN1CCOCC1 (stereo not given)	10%	-1	2%	-18%	-6	1%	3%	-27%
CCc1cccc(CC)c1NC(=O)CSc1nnc(C2CC2)n1C	-14%	1	8%	0%	-2	7%	0%	-11%
COc1ccc(NC(=O)CCc2nc3cccnc3n2-c2ccccc2)cc1Cl	6%	.	.	.	-16	1%	.	1%
CCCNC(=O)c1ccccc1NS(=O)(=O)c1ccc2c(c1)OCCO2	26%	6	-9%	2%	3	-17%	0%	-1%
CCCCNc1ncnc2c1cnn2-c1ccccc1	?	13	-10%	-3%	1	2%	-7%	-3%
CCC1CCCCN1C(=O)c1cc(COc2ccc(-n3cncn3)cc2)on1 (stereo not given)	?	10	2%	12%	12	16%	1%	7%
CCCCCCc1c(C)[nH]c2nc3ccccc3n2c1=O	12%	5	-2%	-2%	5	-28%	-6%	-19%
COc1ccccc1N1CCN(C2CC(=O)N(c3ccc(Cl)cc3)C2=O)CC1 (stereo not given)	?	-8	-3%	-1%	1	8%	2%	5%
CCN(C[C@H]1N[C@@](C)(C(=O)OC)[C@H]2C(=O)N(C)C(=O)[C@@H]12)C(=O)Nc1ccccc1	-4%	16	3%	8%	30	-7%	-6%	-11%
COC(=O)C1=CN(c2ccc(Cl)cc2)C=C(C(=O)OC)C1c1ccc([N+](=O)[O-])cc1	-4%	-18	14%	4%	-12	4%	0%	-17%

Reprinted from the part before: 3 compounds, followed by the next part.
SMILES	TDP-43 yeast inh	DRD3 antagonist	EPAC2 agonist	EPAC2 antag	DRD3 agonist	FUS yeast rescue	aSyn rescue	Abeta yeast res
COc1ccccc1N1CCN(C2CC(=O)N(c3ccc(Cl)cc3)C2=O)CC1 (stereo not given)	?	-8	-3%	-1%	1	8%	2%	5%
CCN(C[C@H]1N[C@@](C)(C(=O)OC)[C@H]2C(=O)N(C)C(=O)[C@@H]12)C(=O)Nc1ccccc1	-4%	16	3%	8%	30	-7%	-6%	-11%
COC(=O)C1=CN(c2ccc(Cl)cc2)C=C(C(=O)OC)C1c1ccc([N+](=O)[O-])cc1	-4%	-18	14%	4%	-12	4%	0%	-17%
CCn1c(SCc2nc3ccccc3c(=O)[nH]2)nc2ccccc2c1=O	-3%	25	-5%	-5%	6	4%	-3%	9%
Cc1ccc(-c2nsc(SCC(=O)Nc3ccc4c(c3)OCO4)n2)cc1	9%	4	9%	1%	1	0%	-8%	6%
CCN1CCN(C(=O)C2CCN(Cc3cc(Cl)ccc3O)CC2)CC1	-2%	-10	-1%	14%	-3	42%	0%	5%
O=C1OC(Nc2nc3ccccc3s2)c2ccccc21 (stereo not given)	-2%	13	-5%	11%	0	-15%	-11%	-4%
CCCC(C)NC(=O)c1cc(C(=O)OC)cc([N+](=O)[O-])c1 (stereo not given)	?	23	1%	4%	1	.	6%	4%
O=S(=O)(c1ccccc1)c1nc(-c2ccco2)oc1NCCCn1ccnc1	-25%	5	8%	11%	4	?	-6%	0%
COC(=O)c1ccc(NC(=O)CC2C(=O)N(C)C(=S)N2Cc2ccc(S(N)(=O)=O)cc2)cc1 (stereo not given)	9%	-10	3%	-8%	-6	12%	-8%	2%
CCC(C)[C@H](N)c1nnc(SCC(=O)Nc2cccc(Cl)c2)o1 (stereo not given in full)	-8%	-4	13%	0%	13	11%	1%	11%
O=C(COC(=O)CSc1cc(Cl)ccc1Cl)NCc1ccc2c(c1)OCO2	?	9	9%	-15%	2	23%	8%	8%
COc1ccccc1NC(=O)COC(=O)Cc1c[nH]c2ccccc12	?	-4	11%	-1%	-5	25%	8%	17%
CSc1nnc(C(C)(C)C)c(=O)n1/N=C/c1ccc(C(C)C)cc1	-11%	7	-4%	-8%	8	4%	0%	6%
Cc1cccc(C)c1NC(=O)CCCSc1nnc(N)s1	4%	9	4%	2%	2	7%	-3%	24%
Cc1cc(C)n2nc(C(=O)N3CCCC(N4CCN(c5ccccc5C)CC4)C3)cc2n1 (stereo not given)	-8%	-23	2%	4%	-37	.	3%	2%
Cc1ccc(C)c(NC(=O)CCN2CCN(CCO)CC2)c1	-10%	4	17%	3%	4	-12%	-4%	-9%
O=C(NCc1nc(-c2ccccc2)no1)c1ccc(Br)o1	-4%	2	8%	-2%	1	3%	0%	-9%
CC(C)(C)NS(=O)(=O)c1ccc(CCC(=O)NCc2cccnc2)cc1	-23%	-4	2%	11%	2	-8%	6%	-1%
COc1ccc(-c2noc(CN(C(=O)c3c(-c4ccccc4Cl)noc3C)C(C)C)n2)cc1	18%	7	10%	-1%	-8	-8%	12%	1%[9.22 µM]
FC(F)C(F)(F)Oc1cccc(-c2n[nH]c(=S)n2Cc2ccccc2)c1	-18%	-30	-3%	-29%	-14	14%	-1%	4%
CCOc1ccc2c(c1)c(=O)c(C(=O)c1ccc(CC)cc1)cn2CC(=O)Nc1ccc2c(c1)OCCO2	5%	.	.	.	3	-26%	.	-10%
CCSc1nnc(NC(NC(C)=O)(C(F)(F)F)C(F)(F)F)s1	-2%	9	9%	19%	-2	-21%	-17%	-25%
COc1cccc(CN2CCN(Cc3ccc4cccc(F)c4n3)CC2CCO)c1 (stereo not given)	-19%	-65*	7%	28%	-24	7%	-6%	-7%
COC(=O)c1ccc(COc2cccnc2[N+](=O)[O-])cc1	23%	3	2%	-4%	1	8%	5%	8%
COc1cc(OC)cc(C(=O)N[C@H](C(=O)Nc2ccc(F)cc2F)C(C)C)c1	1%	-9	10%	0%	-4	-27%	-6%	-3%
O=C(NCc1ccco1)/C(=C\C=C\c1ccccc1)NC(=O)c1ccco1	3%	-6	3%	-1%	4	13%	4%	10%
Cc1c(Cl)cccc1NC(=S)NCc1ccccc1	?	17	5%	-2%	14	-6%	3%	9%
Other records follow:
SMILES	TDP-43 yeast inh	DRD3 antagonist	EPAC2 agonist	EPAC2 antag	DRD3 agonist	FUS yeast rescue	aSyn rescue	Abeta yeast res
C=CCn1c(C)cc(-c2csc(NC(=O)CCc3nc4ccccc4c(=O)[nH]3)n2)c1C	-15%	18	5%	-1%	0	13%	0%	4%
O=C(NCc1ccncc1)C1CCN(S(=O)(=O)c2ccc(Cl)c(C(F)(F)F)c2)CC1	-25%	-3	-1%	5%	-8	14%	-6%	-10%
COc1cccc(C(=O)NCC(=O)NCc2cc(=O)n(C)c(=O)n2C)c1OC	-8%	3	5%	0%	10	-20%	-7%	-4%
NS(=O)(=O)c1cccc(NC(=O)COC(=O)COc2ccc3ccccc3c2)c1	-28%	0	0%	-13%	-22	8%	-2%	10%
O=C1CC(C(=O)NCc2ccccc2)N=C(N2CCCCC2)N1 (stereo not given)	11%	-19	2%	15%	1	-1%	4%	17%
COc1cccc(OC)c1C(=O)NC(=O)Oc1c(F)cccc1F	-1%	13	-2%	13%	1	-28%	-4%	-14%
CCc1noc(C)c1C(=O)NC1CCCc2c1cnn2-c1ccc(C(C)(C)C)cc1 (stereo not given)	3%	-1	1%	-9%	-3	23%	-2%	3%
COc1ccccc1C(=O)NNC(=O)c1ccccc1	3%	-17	14%	-3%	-1	-13%	-7%	3%
CCOC(=O)CC1=C(C(=O)OCC)C(c2cccnc2)C(C#N)=C(N)O1 (stereo not given)	-6%	0	-10%	-2%	-4	-2%	-1%	3%
O=C(Nc1nc2ccsc2c(=O)s1)C1CCC1	10µM*	8	-6%	-28%	-1	-10%	7%	1%
COc1ccc(N(C)S(=O)(=O)c2ccc3c(c2)n(C)c(=O)c(=O)n3C)cc1	-25%	.	.	.	-12	-15%	.	-11%
